Screening results as filed in PubChem.
hERG WT inh – blocks the wildtype human KCNH2 potassium channel; Q12809; U2OS, BacMam KCNH2, thallium flux FluxOr; stronger effect = lower value; activity change, % at 1.84 µM; 0.37% of 340,000 active;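 active = maximum activity change below -70%; inconclusive = maximum activity change between -70% and -50%; inactive = maximum activity change above -50%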
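U2OS cells were transduced with wild-type KCNH2 virus (2.03 x 10^8 / mL) for 4 h at room temperature, then cultured overnight at 37 C. Thallium flux was read with FluxOr dye. Rate constants were normalized to DMSO controls.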
Chronic BCR inh – inhibitors of chronic active B-cell receptor signaling | ABC-DLBCL IkBa-CBG/CBR reporter, luminescence ratio, 4 h | AID 493014 | Potency, µM (highest dose often 46.1 µM), for the others: at the highest dose ratio change, negative = lower green/red ratio, usual class: inhibitors | 0.05% of 340,000 active; active = well fitted inhibition curve with a large enough effect in the signal ratio, with a control signal flat, not every such curve was filed as active; inconclusive = small, poorly fitted or top-dose-only effect, or effect the other way, or a change in a side signal; the % refers to the signal ratio;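 note: potency is the fitted concentration of half-maximal effect; plate controls were basal doxycycline-induced cells for no effect and cells given 10 µM MG132 for full effect; MG132 reads +100%, hits lower the ratio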
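TMD8 ABC-DLBCL cells carrying doxycycline-inducible green luciferase fused to IkappaBalpha plus unfused red luciferase were exposed to compounds (up to 46 uM) for 4 hrs at 37C. Activity came from the overlap-corrected green/red luminescence ratio.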
Giardia killer – kills Giardia lamblia; Giardia lamblia trophozoite viability; activity change, % at 7.66 µM, hits read low; AID 540267; 0.15% of 340,000 active; in the data active = activity change below about -80%; inconclusive = between about -30% and that limit;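 note: parasites exposed to compound for two days anaerobically before the ATP read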
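Killing of trophozoites was scored by loss of ATP luminescence after a 48 hrs anaerobic exposure to compounds at 37 deg C, using 100 cells per well.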
KCNH2 3.1 block – inhibitors of human KCNH2 3.1 potassium channel isoform; activity change, % (tested at about 1.8 µM); 0.95% of 340,000 active; U2OS KCNH2 3.1, thallium flux FluxOr; stronger effect = lower value;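 active = maximum activity change below -70%; inconclusive = maximum activity change from -70% to -50%; inactive = maximum activity change above -50%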;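 note: thallium influx rate constant from kinetic fluorescence after stimulation buffer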
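We transduce U2OS cells with the mutant 3.1 virus, culture them overnight, load FluxOr with Red40 quencher for 45 min, then add stimulation buffer and read kinetically for 2 min to derive a normalized rate constant.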
PKM2 activator – PKM2 (human) enzyme activation. purified PKM2, Kinase-Glo ATP luminescence, activation; response scale: 0% is enzyme alone, no compound. Potency, µM (titrated, usually from 57.5 µM), inactives show top-dose activation, hits mostly activators. 0.34% of 260,000 active. AID 1631; note: potency is the fitted concentration of half-maximal effect; nearly all actives have a fitted effect of over 55% in size
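Kinase-Glo luminescence reports ATP generated from ADP (0.1 mM) and PEP (0.5 mM) by purified hPK-M2 after 1 h at room temperature, pH 7.2 imidazole buffer; intermediate enzyme activity allows detecting inhibitors and activators.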
USP2a inh – blocks human ubiquitin-specific protease USP2a; USP2 core, Ub-CHOP2 coupled fluorogenic reporter, 485/531; 0.01% of 330,000 active; AID 463254; Potency, µM (series often up to 38.3 µM), for the others: top-dose activity change, negative = inhibition, usual class: inhibitors; O75604;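 note: potency is the fitted concentration of half-maximal effect; plate controls were DMSO wells for no effect and full inhibition by NEM control for full effect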
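USP2 core (10nM final) preincubated 30min RT with compound in 20mM Tris-HCl pH 8.0, 2mM CaCl2, 2mM beta-mercaptoethanol, 0.05% CHAPS; 25nM Ub-CHOP2 plus 25nM reporter substrate added, fluorescence (Ex485/Em531) read after 60min.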
GALK inh – galactokinase (human) inhibition | P51570 | Purified GALK, Kinase-Glo residual ATP luminescence | Potency, µM (highest dose often 57.5 µM), for inactives: top-dose activity change, negative = inhibition, hits mostly inhibitors | 0.007% of 270,000 active; note: potency is the fitted concentration of half-maximal effect
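Human GALK (5 nM) with 35 uM ATP and 100 uM galactose in 20 mM HEPES pH 8.0, 5 mM MgCl2, 60 mM NaCl, 1 mM DTT, 0.01% BSA. After 1 h at room temperature, leftover ATP was read by Kinase-Glo Plus luminescence.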
B2AR arrestin – agonists driving beta-arrestin recruitment to human beta2-adrenergic receptor; 0.02% of 330,000 active; AID 492947; P07550; beta-arrestin recruitment to beta2AR, cell-based reporter; Potency, µM (doses to about 46.1 µM), for the others: top-dose activation, hits mostly activators;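 note: potency is the fitted concentration of half-maximal effect; 0% = DMSO controls and full agonism = EC100 isoproterenol or metaproterenol; nearly all actives have a fitted effect of over 65% in size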
Target sequence (P07550 whole entry, looked up): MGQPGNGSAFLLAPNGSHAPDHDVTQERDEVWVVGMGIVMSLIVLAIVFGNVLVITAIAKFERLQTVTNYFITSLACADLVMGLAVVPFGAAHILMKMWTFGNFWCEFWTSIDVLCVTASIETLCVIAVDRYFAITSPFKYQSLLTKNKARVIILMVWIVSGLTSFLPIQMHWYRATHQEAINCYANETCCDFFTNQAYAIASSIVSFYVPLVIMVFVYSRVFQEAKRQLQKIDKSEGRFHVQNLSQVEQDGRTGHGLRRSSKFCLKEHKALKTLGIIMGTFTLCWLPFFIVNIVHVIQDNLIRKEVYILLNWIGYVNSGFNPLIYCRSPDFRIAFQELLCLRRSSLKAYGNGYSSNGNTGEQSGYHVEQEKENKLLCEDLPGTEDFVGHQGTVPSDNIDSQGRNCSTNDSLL
uPA surface inh – inhibitors of cell surface uPA generation; 0.31% of 330,000 active; AID 540303; Potency, µM (top dose mostly 38.3 µM), for the others: top-dose activity change, negative = inhibition, actives largely listed as inhibitors; cell surface uPA generation assay, qHTS; active = well fitted inhibition curve with a large enough effect; inconclusive = small, poorly fitted or top-dose-only effect; inactive = no such curve, though single readings can be large or run the other way; tested in mouse RAW 264.7 cells; note: potency is the fitted concentration of half-maximal effect; nearly all actives have a fitted effect of over 55% in size
FBPA coupling cs – coupling enzyme interference in Giardia aldolase counter-screen. 0.67% of 290,000 active. activity change, negative = inhibition, % at 58.2 µM, hits read low. coupling enzyme system counterscreen, AmpLite Red fluorescence; in the data active = activity change below about -30%
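Coupling enzymes only (glyceraldehyde-3-phosphate) + compound, at 57.5 uM final, 10 min RT; add substrate/coupling/AmpLite Red mix, 20 min RT; fluorescence ex 525/em 598 nm. Actives flag coupling-system interference.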
Eya2 phos inh – Eya2 (human) phosphatase inhibition; recombinant Eya2, OMFP fluorescence dephosphorylation (OMFP is methylfluorescein phosphate); O00167; Potency, µM (series often up to 76.9 µM), without a hit: at the top dose activity, negative = inhibition, hits mostly inhibitors; AID 488837; 0.006% of 330,000 active; note: potency is the fitted concentration of half-maximal effect
Target sequence (O00167 whole entry, looked up): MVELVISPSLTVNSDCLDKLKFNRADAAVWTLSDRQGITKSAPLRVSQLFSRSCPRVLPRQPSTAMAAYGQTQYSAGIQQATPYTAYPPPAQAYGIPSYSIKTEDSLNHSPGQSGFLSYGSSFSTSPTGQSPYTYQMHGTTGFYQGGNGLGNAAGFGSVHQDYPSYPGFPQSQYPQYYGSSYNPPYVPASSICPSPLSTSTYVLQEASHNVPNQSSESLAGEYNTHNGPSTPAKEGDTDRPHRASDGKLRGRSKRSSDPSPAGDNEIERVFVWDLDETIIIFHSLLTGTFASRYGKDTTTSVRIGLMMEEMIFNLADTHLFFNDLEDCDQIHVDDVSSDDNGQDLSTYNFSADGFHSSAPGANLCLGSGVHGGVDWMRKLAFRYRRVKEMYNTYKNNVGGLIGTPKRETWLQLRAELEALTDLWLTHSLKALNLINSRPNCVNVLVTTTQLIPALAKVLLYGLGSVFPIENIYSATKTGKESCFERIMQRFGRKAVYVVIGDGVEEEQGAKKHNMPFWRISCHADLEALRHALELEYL
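Eya2 protein (added as 0.2 uM solution) was preincubated with compound for 10 min at ambient temperature in 50 mM HEPES pH 7.5, 50 mM NaCl, 5 uM MgCl2, 0.05% BSA, 1 mM DTT. OMFP (added at 50 uM) then reacted 10 min; fluorescence read at 485/525 nm.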
* = called active by the depositor; u = inconclusive; x = no result given; & = joins results of further samples. Unless noted, calls come from the whole dose curve; as a rule, active = well fitted curve in the direction sought with a large enough effect; inconclusive = small, poorly fitted or top-dose-only effect, or another doubt; inactive = no such curve, though single readings can be large; an effect the other way counts as inactive or inconclusive. Unless noted, % is set by controls: 0 for no effect and ±100 for the full control effect. Hits appear at their usual frequency (roughly 2.4% active in at least one column).

SMILES	hERG WT inh	Chronic BCR inh	Giardia killer	KCNH2 3.1 block	PKM2 activator	USP2a inh	GALK inh	B2AR arrestin	uPA surface inh	FBPA coupling cs	Eya2 phos inh
O=C1COc2ccc(S(=O)(=O)N3CCc4ccccc43)cc2N1	-17	2%	-18	4	14µM*	-13%	-1%	4.1%	4%	-3	-10%
COc1ccc(CN(C(=O)c2cccc(OC)c2)C2CCS(=O)(=O)C2)cc1 (stereo unspecified)	-5	-2%	13	-1	-10%	-4%	1%	-0.3%	-1%	7	2%
CCOc1ccc(C(CC(=O)O)NS(=O)(=O)c2ccc(C)cc2)cc1OC (stereo unspecified)	-7	0%	-1	-6	1%	-4%	-2%	-0.2%	7%	6	15%
Cc1ccc(NC(=O)CSCC(=O)N2CCOCC2)cc1	-2	6%	2	5	2%	-1%	-1%	-0.7%	x	1	-12%
CCC(C)Nc1c2c(nc3c(-c4ccccc4)c(C)nn13)CCC2 (stereo unspecified)	1	7%	-12	2	-5%	-1%	-3%	0.1%	x	-1	5%
Cc1cc(=O)nc2c3ccccc3n(CC(=O)NC(C)c3ccc4c(c3)OCCO4)n12 (stereo unspecified)	0	2%	17	-7	x	0%	-1%	0.0%	-6%	-1	0%
Cc1ccc(-c2cnn(-c3cccc(C(F)(F)F)c3)c2N)cc1	8	-30%	-1	3	-9%	4%	0%	0.5%	x	-3	1%
C/C(Cc1ccccc1)=N\NC(=O)CNC(=O)c1ccccc1O	-1	u	3	-3	-10%	1%	4%	-0.1%	2%	-1	8%
Cc1cc(C)n2nc(C(=O)OCC(=O)NNC(=O)c3ccc(Cl)cc3)nc2n1	-10	-9%	7	6	x	2%	x	-0.2%	1%	x	9%
Cc1nnc(NC(=O)c2ccc(S(=O)(=O)N3CC(C)CC(C)C3)cc2)o1 (stereo unspecified)	-12	6%	14	-3	-5%	5%	-2%	-0.9%	1%	9	9%
Cc1nnc(-c2ccco2)c2cn(-c3cccc(Br)c3)nc12	-6	4%	17	-1	3%	0%	0%	-0.8%	-4%	3	2%
COC(=O)c1ccc(C23CC4(C2)[C@H](CN(Cc2ccc(C(F)(F)F)cc2)[C@@H]4c2ccccc2)C3c2ccc(Cl)nc2)cc1 (stereo partly specified)	x	-4%	27	x	0%&-2%	7%	4%	-0.6%	8%	1&3	0%
CCCN(C(=O)c1cc(S(=O)(=O)N2CCCCCC2)ccc1OC)C1CCS(=O)(=O)C1 (stereo unspecified)	-11	u	0	-3	x	3%	x	0.1%	-7%	x	21%
CC1CCc2sc(C(=O)NC3CCCCC3)cc2C1 (stereo unspecified)	8	u	-14	4	x	0%	x	-0.1%	11%	x	-3%
Cc1ccc(S(=O)(=O)CCC(=O)NCc2ccccc2Cl)cc1	-14	0%	-10	25	5%	2%	2%	2.2%	2%	0	-10%
CCOc1ccc2oc(C(=O)Nc3nccs3)c(C)c2c1	-1	6%	-24	0	x	4%	x	0.1%	u	x	9%
O=C(NCCN1CCN(c2ccccc2)CC1)c1cccn2c(=O)c3ccccc3nc12	-27	4%	-1	-38	2%	-1%	1%	-0.5%	-1%	-1	0%
CC1(C)Cc2c(c(N3CCOCC3)nc3sc4c(NCC5CCCO5)nnnc4c23)CS1 (stereo unspecified)	-9	u	-1	16	-6%	-1%	-1%	0.3%	1%	2	11%
CCOc1ccc(NC(=O)c2ccc(NC(=O)C3CCCO3)cc2)cc1 (stereo unspecified)	-7	-7%	9	-20	x	1%	5%	-1.1%	-3%	4	-9%
CCO[C@H]1OC(C(=O)O)=C[C@@H](c2ccc3c(c2)OCO3)[C@@H]1CCCO	6	17%	-5	19	-2%	2%	-1%	-0.5%	14%	8	-9%
Nc1nc(CSCc2ccccc2)nc(N2CCOCC2)n1	-4	u	-19	6	0%	-2%	-4%	0.0%	-2%	-1	-7%
COc1ccccc1NC(=O)c1ccccc1C(=O)Nc1ccccc1OC	-2	0%	-1	-10	3%	-1%	2%	0.4%	2%	-1	2%
Cc1ccccc1NC(=O)NC1CCS(=O)(=O)C1 (stereo unspecified)	13	u	0	8	x	4%	12%	-0.2%	3%	1	3%
CCOC(=O)c1ccc(-n2cc(C(=O)c3cccnc3)nn2)cc1	5	-2%	11	-8	x	0%	-1%	-0.1%	0%	0	9%
CCOC(=O)CCCc1sc(N)nc1-c1[nH]c(=O)[nH]c1C	4	3%	15	-3	-7%	1%	4%	-0.2%	-14%	-12	-2%
Following part:
SMILES	hERG WT inh	Chronic BCR inh	Giardia killer	KCNH2 3.1 block	PKM2 activator	USP2a inh	GALK inh	B2AR arrestin	uPA surface inh	FBPA coupling cs	Eya2 phos inh
C=CCN1C(=O)/C(=C/c2ccc(N(C)C)cc2)S/C1=N\c1nnc(CC)s1	x	1%	x	x	-1%	13%	-2%	-0.7%	x	-1	38%
Cc1ccc(S(=O)(=O)N2C(=O)/C(=C3\SC(=S)NC3=O)c3ccccc32)cc1	x	9%	x	x	-4%	-9%	-2%	-0.2%	x	-1	-8%
COc1cccc(CC2(CO)CCCN(Cc3ccccc3Cl)C2)c1 (stereo unspecified)	43	-1%	-12	3	0%	-4%	-1%	-0.2%	-15%	3	-21%
COc1cccc(/C=N/Nc2nn3cnnc3c3ccccc23)c1	-13	u	-4	-17	-49%	8%	4%	-1.0%	-5%	3	12%
Oc1ccccc1/C=N/n1cnnc1	6	u	-11	6	1%	2%	4%	0.4%	-11%	2	6%
CCC1(CC)C(=O)C2=C3C1[C@H](C(=O)OC)C=C(C(=O)OC)C[C@H]3[C@H]1C(=O)N(Cc3ccccc3)C(=O)[C@H]1[C@H]2C (stereo partly specified)	4	x	3&36	-4	x	x	x	x	4%	-1	x
Clc1ccc(-c2cn(-c3ccc(Cl)cc3)c3[n+]2CCCCC3)cc1	-1	8%	16	-7	-1%	-2%	0%	-0.1%	-4%	4	1%
Cc1ccc(C(C(=O)NCCc2ccccc2)N(C(=O)c2csnn2)C2CC2)o1 (stereo unspecified)	15	2%	-3	-10	5%	5%	3%	-0.2%	3%	0	19%
COc1cccc(NC(=S)N2CCCC2c2ccc(OC)c(OC)c2)c1 (stereo unspecified)	4	u	11	-3	11%	3%	5%	0.0%	-10%	3	-6%
Cc1cc(Nc2ccccc2)n(-c2ccc(Br)cc2)n1	-2	-15%	-4	-26	1%	5%	-1%	-0.2%	-5%	-5	-5%
Cc1ccc(C)c(OCC(=O)N2CCN(c3ncccn3)CC2)c1	-13	0%	-10	-10	x	-1%	x	0.0%	-26%	x	4%
COC(=O)c1ccc(CSc2nnc(-c3ccc4c(c3)OCO4)n2-c2ccccc2)o1	-21	u	8	6	-26%	-4%	4%	-0.8%	-3%	0	-16%
CCOC(=O)Cc1csc(NC(=O)NC2(C(F)(F)F)Oc3ccc(Cl)cc3O2)n1 (stereo unspecified)	-7	u	-1	16	6%	4%	0%	-0.4%	-9%	-2	15%
O=C(COc1ccc(-c2ccccc2)cc1)NNC(=O)Nc1ccc(F)cc1F	-6	-1%	-2	10	2%	0%	0%	-0.4%	6%	x	4%
CCOc1ccc(S(=O)(=O)N2CCCC(C(=O)NCc3ccncc3)C2)cc1C (stereo unspecified)	-6	5%	-5	-18	1%	2%	1%	-0.3%	2%	4	-2%

Ordered by formula weight (ascending): some entries from above
SMILES	hERG WT inh	Chronic BCR inh	Giardia killer	KCNH2 3.1 block	PKM2 activator	USP2a inh	GALK inh	B2AR arrestin	uPA surface inh	FBPA coupling cs	Eya2 phos inh
Cc1ccc(-c2cnn(-c3cccc(C(F)(F)F)c3)c2N)cc1	8	-30%	-1	3	-9%	4%	0%	0.5%	x	-3	1%
CCO[C@H]1OC(C(=O)O)=C[C@@H](c2ccc3c(c2)OCO3)[C@@H]1CCCO	6	17%	-5	19	-2%	2%	-1%	-0.5%	14%	8	-9%
Clc1ccc(-c2cn(-c3ccc(Cl)cc3)c3[n+]2CCCCC3)cc1	-1	8%	16	-7	-1%	-2%	0%	-0.1%	-4%	4	1%
COc1cccc(CC2(CO)CCCN(Cc3ccccc3Cl)C2)c1 (stereo unspecified)	43	-1%	-12	3	0%	-4%	-1%	-0.2%	-15%	3	-21%
Cc1nnc(NC(=O)c2ccc(S(=O)(=O)N3CC(C)CC(C)C3)cc2)o1 (stereo unspecified)	-12	6%	14	-3	-5%	5%	-2%	-0.9%	1%	9	9%
Cc1ccc(S(=O)(=O)N2C(=O)/C(=C3\SC(=S)NC3=O)c3ccccc32)cc1	x	9%	x	x	-4%	-9%	-2%	-0.2%	x	-1	-8%
COC(=O)c1ccc(C23CC4(C2)[C@H](CN(Cc2ccc(C(F)(F)F)cc2)[C@@H]4c2ccccc2)C3c2ccc(Cl)nc2)cc1 (stereo partly specified)	x	-4%	27	x	0%&-2%	7%	4%	-0.6%	8%	1&3	0%
